Screening data: PubChem BioAssay, several laboratories
INS promoter inh = TRM-6 insulin promoter activity inhibition | hit rate 0.9% among 130,000 | inhibition, % at 2 µM | AID 1273 | TRM-6 cells (human fetal islet line), insulin promoter-eGFP reporter, imaging; reporter expression induced with tamoxifen;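 active means inhibition above the mean plus 3 SD, with well images judged a real hit on visual review, cut at about 60% in these data, passing the limit was not always enough; inconclusive means inhibition over the cutoff but images rejected on review; inactive means inhibition not above the cutoff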
SDO1 yeast rescue = sdo1-depleted yeast growth rescue | S. cerevisiae sdo1-depleted JHY4D growth rescue, OD600 30 h; hits give high values; pdr5 snq2 efflux-pump mutant strain | z-score at 10 µM | hit rate 0.21% among 140,000 | AID 817;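 active means z-score above 3 at both the 24 hr and the 30 hr optical density reads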;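 further: z-score against mean and SD of all compound wells on the same plate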
SDO1 yeast rescue Rescue 24 h = second read-out of SDO1 yeast rescue, no call of its own (marks repeat the call); z-score; S. cerevisiae sdo1-depleted JHY4D growth rescue, OD600; measured here: growth rescue at 24 h;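 0 is the plate mean of compound wells and units are plate SD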
* hit, by the source's call; ? = inconclusive; . = no result given. Only part of the results is shown (hit frequency here may not be typical).

item	compound	SDO1 yeast rescue	SDO1 yeast rescue Rescue 24 h	INS promoter inh
1	c1csc(C2=Nn3c(nnc3-c3ccncc3)SC2)c1	-0.04	-0.87	27.8
2	O=C(CNC(=S)NC(=O)c1ccc(Cl)cc1)c1ccccc1	-0.31	0.47	18.9
3	Cc1csc(=Nc2ccccc2)n1C	.	.	5.0
4	CCCCSc1nnc(-c2cc3c(C(F)(F)F)nn(C)c3s2)n1C	1.25	1.57	-20.0
5	CNC(=O)C1C2C=CC3(O2)C1C(=O)N(CCOC)C3C(=O)NCc1ccc(OC)cc1 (stereo not given)	-0.05	-0.49	17.9
6	CC(=O)N(CC1CCCO1)c1nnc(-c2ccccn2)s1 (stereo not given)	-0.28	-0.85	0.0
7	COCCn1c(=NC(=O)C(C)(C)C)sc2cc([N+](=O)[O-])ccc21	-0.61	-0.58	10.0
8	CC(NC(=O)c1ccccc1)C(=O)NC1=NCCS1 (stereo not given)	1.38	0.53	-22.1
9	O=C(OCCNC(=O)c1ccc2ccccc2n1)c1ccc(F)cc1	0.42	0.61	13.5
10	O=C(CCCSc1nnnn1-c1cccc2ccccc12)c1ccc(F)cc1	-1.58	-1.41	.
11	O=C(CN1CCC(C(=O)c2ccc(F)cc2)CC1)Nc1ccc(F)cc1	0.51	0.13	-46.7
12	Cc1cc(C)c2c(CC(=O)N(CCC#N)Cc3cccnc3)coc2c1	0.08	-0.08	-170.0
13	c1ccc(C2CC(c3ccccc3)n3c(nc4ccccc43)N2)cc1 (stereo not given)	-0.24	-0.07	-11.1
14	NC(=O)NC(=O)CSc1cccc(C(F)(F)F)c1	-0.01	-0.15	-5.4
15	CCOc1ccc(Cn2nnc(C(=O)NCc3ccccc3)c2N)cc1	-1.12	-1.07	.
16	CCC(C)C(=O)Nc1nnc(SCC(=O)Nc2ccc(F)cc2)s1 (stereo not given)	.	.	4.8
17	Cc1cc(C)n(-c2ccc(C(=O)OCc3nnc(-c4ccccc4)o3)cc2)n1	0.61	0.2	25.8
18	COCCCNCCCCOc1ccc(Br)cc1Cl	-1.73	-0.26	-75.0
19	C=C(C)CSC1=C(C#N)C(c2ccccc2Cl)CC(=O)N1 (stereo not given)	-0.39	-0.82	.
20	COc1cccc(N(C(C)=O)c2nc(C)cc(C)c2C#N)c1	0.17	0.16	2.6
21	CCOC(=O)CC(=O)CSc1nc2c(cc1C#N)CCC2	1.01	1.72	27.0
22	O=C(OCc1csc(-c2ccccc2)n1)c1cccs1	-0.84	-0.76	.
23	C=CCc1cccc(/C=N/NC(=O)CNc2ccccc2OC)c1O	.	.	-50.0
24	CSc1nc(SCC(=O)NCc2ccco2)c2c3c(sc2n1)COC(C)(C)C3	-0.45	0.02	3.7
25	CCCOc1ccc(C2=NNC(=O)CC2)cc1	2.09	2.09	-12.5
26	COc1cc(OC)c(OC)cc1NC(=O)CC1COc2ccccc2O1 (stereo not given)	-0.49	-0.3	-205.6
27	O=C(Nc1cccc(Cl)c1)N1CCCC1	0.03	0.82	34.3
28	COc1ccc(C(=O)OCC(=O)NC2CC2)cc1[N+](=O)[O-]	-0.2	-0.12	0.0
29	O=C(CSc1nnc(C2CCCCC2)n1Cc1ccccc1)NCc1ccco1	-1.13	-0.45	12.1
30	c1ccc2sc(C3CCN(Cc4nnnn4Cc4ccc5c(c4)OCO5)CC3)nc2c1	-1.36	-0.87	20.0
31	N#CNC(=Nc1ccc(F)cc1)SCc1ccccc1	0.31	0.57	2.9
32	CCOC(=O)CN(C(=O)CSc1nnc(-c2ccncc2)n1CCCOC)c1ccccc1	-0.56	-1.52	32.3
33	CCS(=O)(=O)Nc1ccc(-c2ccc(NS(=O)(=O)CC)c(OC)c2)cc1OC	0.36	-0.19	12.8
34	C=CCN=Cc1c(C)[nH]n(-c2ccccc2)c1=O	.	.	-57.1
35	O=C(OC(c1ccccc1)c1nccc2ccccc12)c1cccc([N+](=O)[O-])c1 (stereo not given)	-0.28	-0.62	.
36	CC(=O)Nc1cccc(OC(=O)c2ccoc2C)c1	0.18	0.33	0.0
37	C=CCC(C=C)S(=O)(=O)c1ccc(C)cc1 (stereo not given)	0.65	0.29	3.3
38	CCCN1/C(=C2/SC(=S)N(CC)C2=O)C=Cc2ccccc21	-0.75	1.42	-242.9
39	Cc1onc(-c2ccccc2)c1C(=O)NCc1cccs1	0.34	-0.35	20.0
40	CCOC(=O)Nc1nc(-c2ccccc2)c(C(=O)c2ccc(Cl)cc2)s1	-1.52	-1.75	-82.9
41	COc1ccc2nc(N=Nc3ccc(N(C)C)cc3)sc2c1	0.86	4.07	28.0
42	Cc1cccc2cc(-c3ccccc3)c(-c3ccccc3)c[n+]12	-0.17	-1.25	3.3
43	OCCNC1=NCCN1	0.26	-0.01	.
44	c1ccc(COCCN2CCN(CCOCc3ccccc3)CC2)cc1	0.44	-0.29	-43.3
45	COc1cccc(NC(=O)N2CCC(C(N)=O)(N3CCCCC3)CC2)c1	-0.37	-0.63	0.0
46	Cc1ccc(C(=O)c2ccccc2C(=O)O)cc1C	.	.	-27.3
47	COc1cccc(C(=O)N/N=C/c2ccc(Oc3ccc([N+](=O)[O-])cn3)c(OC)c2)c1	-0.04	-0.84	41.9
48	CCOC(=O)c1c(N)sc(N)c1C(=O)OCC	0.17	-0.1	14.3
49	O=S(=O)(c1ccccc1)c1nc(-c2ccccc2Cl)oc1NCCN1CCOCC1	0.18	0.87	6.7
50	Cc1nc2cc(NC(=O)Nc3nccs3)ccc2n1C	1.71	1.08	50.0

Additional compounds
item	compound	SDO1 yeast rescue	SDO1 yeast rescue Rescue 24 h	INS promoter inh
51	C#CCOCCOCCOCCNc1nc(N2CCN(C(=O)Cn3cc(CCCCN)nn3)CC2)nc(N2CCN(C(=O)Cn3cc(CCCCN)nn3)CC2)n1	0.2	0.77	-104.5
52	COc1ccc(S(=O)(=O)N2CCN(C(=O)c3c(-c4ccccc4)noc3C)CC2)cc1	-0.58	-1.46	4.7
53	COc1ccc(CNC(=O)CS(=O)Cc2nc(-c3ccccc3C)oc2C)cc1 (stereo not given)	-0.28	-0.06	.
54	COc1ccc2cc(CCNC(=O)C3CCCC3)c(=O)[nH]c2c1	0.98	1.57	40.0
55	CCOC(=O)c1c(/N=C/C2=C(O)CC(C)(C)CC2=O)sc(C)c1C	-0.53	-0.03	.
56	CN(C)c1ccc(NC(=O)CSc2nc3c(c(=O)[nH]2)CCCC3)cc1	-0.42	-0.58	.
57	O=C(CCSCc1cccc(Cl)c1)NCCC1=CCCCC1	-1.02	-1.3	23.3
58	C=CCSc1nnc(NC(=O)c2ccc(Cl)nc2)s1	-1.76	-1.66	-30.9
59	O=c1c(Cl)c(N/N=C/c2ccc(Br)cc2)cnn1-c1ccccc1	-1.13	-1.18	13.0
60	Cn1c(=O)n(C)c2cc(/C=C3/SC(=O)N(CC(=O)N4CCOCC4)C3=O)ccc21	0.51	0.33	-79.3
61	CCCCCN1C(=O)Cn2c(nc3ccccc3c2=O)C1C (stereo not given)	.	.	-57.1
62	Cc1ccc(CNC(=O)C2CC(c3cccc([N+](=O)[O-])c3)=NO2)cc1 (stereo not given)	0.01	-0.86	31.1
63	Cc1ccc(NC2=NCCCCC2)cc1	0.73	0.27	48.0
64	Cc1cc(C)nc(/N=c2/ssnc2Cl)c1	-1.77	-1.19	.
65	COc1ccc(C2OCC3(CO2)SC(=O)NC3=O)cc1OC (stereo not given)	.	.	-38.5
66	CCc1nnc(NC(=O)c2cccc(OC)c2)s1	-0.6	-1.09	28.6
67	Cn1c(CNC(=O)c2ccco2)nnc1SCC(=O)Nc1ccc(Br)cc1F	1.57	1.33	.
68	COc1ccc(N2CCN(S(=O)(=O)c3ccc(C(=O)NCc4ccco4)cc3)CC2)cc1	-0.64	0.32	-23.1
69	CNC(=S)N1N=C(c2ccccc2)CC1c1ccc(OC)c(OC)c1 (stereo not given)	1.58	1.94	.
70	COc1cc2c(cc1OC)C(C(=O)NCc1ccco1)C1c3ccccc3CCN1C2=O (stereo not given)	-0.2	-0.03	-2.3
71	CCN(CC)CCCNS(=O)(=O)c1ccc(OC)cc1	0.31	-0.07	-160.0
72	CCCCOP(=O)(c1ccc(N(C)C)cc1)C(O)c1ccncc1 (stereo not given)	0.35	-0.02	-9.7
73	Cc1cc(Nc2nc3ccccc3nc2Cl)n(-c2ccc([N+](=O)[O-])cc2)n1	-0.99	-0.34	57.1
74	COC(=O)[C@H](C)[C@H]1C[C@]1(C)[C@H](NC(=O)OCc1ccccc1)c1ccccc1	-0.09	0.21	20.0
75	COc1cc(-c2noc(-c3cccc(Cl)c3)n2)cc(OC)c1OC	-1.44	-0.21	-14.3
76	CCOC(=O)Cc1csc(NS(=O)(=O)c2ccc(SC)cc2)n1	.	.	-114.3
77	COC(=O)c1ccc(CNC(=O)COC(=O)C2CCC(C(C)(C)C)CC2)cc1 (stereo not given)	-0.3	-0.1	-31.2
78	N#C/C(C(=O)N1CCCC1)=C1/N=C(N)c2ccccc21	-0.34	-0.78	-33.3
79	CC(C)Cn1c(N)c(C(=O)COC(=O)c2ccccc2F)c(=O)n(C)c1=O	.	.	9.1
80	Cc1ccc(S(=O)(=O)NCC2CCC(C(=O)O)CC2)cc1 (stereo not given)	1.63	0.39	-21.1
81	O=C(CCS(=O)(=O)c1ccc(Br)cc1)N1CCN(c2ccccc2)CC1	-0.47	-0.44	.
82	Cc1ccccc1OCCSc1nnc(C)n1-c1ccccc1	-0.54	-0.54	-22.2
83	COc1ccc(CC(=O)c2ccc(OC)c(OC)c2C)cc1OC	-0.32	-0.5	18.8
84	CC(C)(C)c1nnc2sc(SC/C(O)=C(\C#N)c3nc4ccccc4[nH]3)nn2c1=O	0.56	2.42	.
85	O=C(Nc1nonc1NC(=O)c1cccs1)c1cccs1	.	.	58.3
86	CS(=O)(=O)N(Cc1nnc(-c2cccs2)o1)c1ccc(Cl)cc1F	-1.52	-1.71	-7.1
87	O=c1[nH]cc(NCCNc2ncc(C(F)(F)F)cc2Cl)c(=O)[nH]1	.	.	12.5
88	CC(C)c1cc(CNC(=O)CCc2nnc(CCCc3ccccc3)o2)on1	.	.	-17.4
89	Cc1ccc(Sc2ccc(/C=N/O)cc2[N+](=O)[O-])cc1	-2.51	-1.51	7.1
90	Cc1nnc(NC(=O)c2csc3c2CCCC3)s1	.	.	-25.0
91	Cc1ccc(C(c2c(C)[nH][nH]c2=O)c2c(C)[nH][nH]c2=O)cc1[N+](=O)[O-]	0.28	-0.5	19.4
92	CCN1CCN(C(=O)c2ccc(CS(=O)(=O)Cc3ccccc3F)o2)CC1	-0.27	-0.52	-37.5
93	COc1ccc(C(=O)Nc2cc(Cl)ccc2OC(=O)c2ccc(OC)cc2)cc1	0.03	1.31	.
94	COc1ccc(Cc2nnc(SCc3nc4ccccc4c(=O)[nH]3)o2)cc1	0.4	0.37	-406.7
95	O=[N+]([O-])c1ccc(O)c(C=Nc2cccc3ncccc23)c1	.	.	25.0
96	Cc1ccc(S(=O)(=O)NNC(=O)c2ccc(O)cc2)cc1	1.76	2.31	.
97	COc1ccccc1NC(=O)CSc1ccc2nnc(-c3ccncc3)n2n1	1.26	1.26	.
98	Clc1ccc2c(N/N=C/c3ccccc3Br)ccnc2c1	-1.87	-1.28	?
99	Cc1cccc(N2CCN(c3nc4ccc(Cl)cc4n4cnnc34)CC2)c1C	0.35	0.8	2.4
100	COc1ccc(/C=N/n2cnnc2)cc1Oc1nc(Cl)ncc1F	.	.	36.4

Additional results:
item	compound	SDO1 yeast rescue	SDO1 yeast rescue Rescue 24 h	INS promoter inh
101	O=C1CC(=O)N(c2cccc(F)c2)N1	.	.	41.7
102	COCCN(Cc1cc2cc3c(cc2nc1Cl)OCO3)C(=O)Nc1ccc(OC)cc1	-1.3	-0.03	25.8
103	COc1ccc(C2CC(C(F)(F)F)n3nc(C(=O)NCCCn4ccnc4)cc3N2)cc1OC (stereo not given)	0.38	0.44	.
104	CCC(C)C(NC(=O)OC(C)(C)C)C(=O)NC(CC(C)C)C(N)=O (stereo not given)	0.43	-0.27	-2.7
105	CCOC(=O)N1CCC(NC(=O)CN(C)S(=O)(=O)c2cc3c(cc2Cl)NC(=O)CO3)CC1	0.58	0.52	43.5
106	COc1ccc(NC(=O)/C(Cl)=C(/Cl)S(=O)(=O)Cc2ccc(C)cc2)cn1	-2.68	-2.08	-222.6
107	Cc1cc2c(ncn2C)c(NS(=O)(=O)c2ccc(F)cc2)c1C	.	.	23.1
108	O=C(COC(=O)c1cncc(Br)c1)NCc1ccco1	-1.31	-1.3	.
109	CCOC(=O)c1c(-c2ccc(F)cc2)csc1NC(=O)c1c(-c2ccccc2)noc1C	0.99	0.14	.
110	CC1CCC(NC(=O)Cn2cc3c(n2)CCCC3)CC1 (stereo not given)	1.23	1.28	.
111	Cc1ccccc1CSCC(=O)NCCSc1ccccn1	.	.	13.3
112	O=C(c1ccccc1OCc1ccccc1Br)N1CCN(c2ncccn2)CC1	-1.37	-1.26	.

Compound profiles, as listed above. Order of screens: SDO1 yeast rescue, SDO1 yeast rescue Rescue 24 h, INS promoter inh
`COc1ccc(C2CC(C(F)(F)F)n3nc(C(=O)NCCCn4ccnc4)cc3N2)cc1OC` (stereo not given) is entered as 0.38, 0.44, .
`O=C(COC(=O)c1cncc(Br)c1)NCc1ccco1` is entered as -1.31, -1.3, .
`Cc1ccccc1CSCC(=O)NCCSc1ccccn1` is entered as ., ., 13.3
`CCC(C)C(NC(=O)OC(C)(C)C)C(=O)NC(CC(C)C)C(N)=O` (stereo not given) is entered as 0.43, -0.27, -2.7
